TCR-CD3 inh = inhibitors of human TCR-CD3 interaction, primary screen, biochemical, fluorescence, TAMRA-labeled TCR probe; inhibition, % at 9.4 µM; actives 0.37% (n = 360,000); AID 651800, 2012; in the data active = inhibition above about 19%;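 also: recombinant mutant TCR 2C K166C tagged with TAMRA read by polarization; 0% = receptor in buffer alone and 100% = receptor with positive control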
LEDGF integ inh = blockers of LEDGF/p75-dependent integrase strand transfer – biochemical, TR-FRET, high throughput, primary screen. AID 743269, 2014. HIV-1 integrase (with human LEDGF/p75). TR-FRET IN-LEDGF/p75 DNA integration, Eu/Cy5. actives 0.64% (n = 370,000). inhibition, % at 3.7 µM;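 active = inhibition above the screen-wide mean plus 3 SD, cut at about 13% in these data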;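 also: signal is the Cy5 over europium emission ratio at 671 and 618 nm; 0% = plate median of compound wells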
TDP2 inh = human TDP2 enzyme inhibitors, primary screen, biochemical, epi absorbance, recombinant enzyme; Tyrosyl-DNA phosphodiesterase 2 (Homo sapiens), O95551; T5PNP hydrolysis, p-nitrophenol absorbance 415 nm; inhibition, % at 12.8 µM; actives 0.34% (n = 370,000);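 active = inhibition above the mean of all tested compounds plus 3 SD, set per campaign, cut at about 25% in these data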;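 also: 0% = DMSO with enzyme and 100% = buffer with substrate but no TDP2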
Target sequence (O95551 whole entry, looked up): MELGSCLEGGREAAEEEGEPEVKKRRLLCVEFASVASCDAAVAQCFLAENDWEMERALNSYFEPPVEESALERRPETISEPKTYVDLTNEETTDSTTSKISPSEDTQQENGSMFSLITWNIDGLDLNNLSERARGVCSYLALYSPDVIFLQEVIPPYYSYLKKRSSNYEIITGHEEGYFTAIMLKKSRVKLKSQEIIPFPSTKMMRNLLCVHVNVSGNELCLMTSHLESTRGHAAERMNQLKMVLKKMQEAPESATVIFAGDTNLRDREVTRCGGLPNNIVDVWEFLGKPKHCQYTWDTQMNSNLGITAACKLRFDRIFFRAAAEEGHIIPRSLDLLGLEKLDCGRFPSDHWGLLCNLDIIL
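Test system: Human TDP2 enzyme | Reagent: 5 mM T5PNP | Compound dosing: 12.8 µM single point, 1% DMSO | Incubation: Enzyme reaction with compound for 2 h at 37 °C | Technique: p-Nitrophenol epi absorbance | Read-out: % inhibition relative to enzyme-containing and enzyme-free wells | Benchmarks: High control without enzyme, low control DMSO plus TDP2 | Replicates: Singlicate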
PG9 Ab binder = binders of HIV-1 gp120 antibody PG9, primary screen, biochemical, TR-FRET; TR-FRET gp120-PG9 antibody binding; inhibition, % at 6.7 µM; actives 0.43% (n = 360,000); AID 624416, 2012; in the data active = inhibition above about 8.5%
PRMT1 inh = PRMT1 methyltransferase inhibitors, primary screen, biochemical, fluorescence polarization. Protein arginine N-methyltransferase 1 (Homo sapiens), Q99873. recombinant PRMT1, activity-based probe fluorescence polarization. inhibition, % at 2.79 µM. actives 1.3% (n = 370,000);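 active = inhibition above about 21% made by adding two undisclosed values, limit read from the data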
ABHD4 inh = ABHD4 inhibitors, primary screen, biochemical, fluorescence polarization, mouse; (Lyso)-N-acylphosphatidylethanolamine lipase (Mus musculus), Q8VD66; actives 0.54% (n = 370,000); inhibition, % at 8.92 µM; purified mABHD4, FP-Rh probe fluorescence polarization; AID 720543, 2013;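 active = inhibition exceeding the mean over every tested compound plus 3 SD, cut at about 30% in these data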;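 also: 0% = plate median of compound wells and 100% = S159A mutant with DMSO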
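Doses – 8.92 µM, single dose · Material – wild-type mouse ABHD4 protein · Replication – single well per compound (singlicate) · Measure – percent inhibition of probe binding, normalized to plate controls · Schedule – 45 min compound pre-incubation plus 60 min probe step, 25 °C · Detection – fluorescence polarization with parallel and perpendicular emission, 525/598 nm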
UHRF1 binding = UHRF1 methylated DNA binding inhibitors, primary screen, counter-screen for MBD2 inhibitor project, biochemical, TR-FRET, human UHRF1, single concentration | AID 687016, 2013 | actives 0.75% (n = 370,000) | inhibition, % at 4.4 µM | E3 ubiquitin-protein ligase UHRF1 (Homo sapiens), Q96T88 | UHRF1 binding to methylated oligo; in the data active = inhibition above about 21%;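 also: UHRF1 SRA domain binding a hemimethylated CpG hairpin DNA probe; 0% = median of test compound wells and 100% = reference inhibitor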
Tn7 DDE FP = inhibitors of Tn7 peptide binding to fibrin DD(E), primary screen, biochemical, fluorescence polarization, human fibrin, Tn7 probe | Fibrinogen beta chain (Homo sapiens), P02675 | FP displacement of FITC-Tn7 peptide from fibrin DD(E); 0% = median of compound wells per plate | inhibition, % at 8.3 µM | actives 0.13% (n = 370,000) | AID 720508, 2013;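 active = inhibition above the mean of compounds falling within the control limits plus 3 SD of them, cut at about 14% in these data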;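 also: 0% = plate median of compound wells and 100% = 10 µM Aha-Tn7 peptide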
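Test system – human fibrin DD(E) · Times – 10 min preincubation, 3 h with tracer, room temperature · Detection – fluorescence polarization of the labelled Tn7 tracer · Measure – percent inhibition normalized to high-control wells · Benchmarks – high control wells with 10 µM unlabelled Aha-Tn7 peptide (full inhibition) · Repeats – singlicate testing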
SIAE inh = human SIAE inhibitors, primary screen, biochemical, fluorescence polarization, FP-Rh probe, 1536-well HTS; Sialate O-acetylesterase (Homo sapiens), Q9HAT2; SIAE FP-Rh probe binding; actives 0.69% (n = 370,000); AID 1053197, 2014; inhibition, % at 9.66 µM;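 active = inhibition above a cutoff: mean of compounds within the control limits plus 3 SD of those, cut at about 17% in these data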;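 also: 0% = plate median of compound wells and 100% = probe without SIAE protein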
Target sequence (Q9HAT2 whole entry, looked up): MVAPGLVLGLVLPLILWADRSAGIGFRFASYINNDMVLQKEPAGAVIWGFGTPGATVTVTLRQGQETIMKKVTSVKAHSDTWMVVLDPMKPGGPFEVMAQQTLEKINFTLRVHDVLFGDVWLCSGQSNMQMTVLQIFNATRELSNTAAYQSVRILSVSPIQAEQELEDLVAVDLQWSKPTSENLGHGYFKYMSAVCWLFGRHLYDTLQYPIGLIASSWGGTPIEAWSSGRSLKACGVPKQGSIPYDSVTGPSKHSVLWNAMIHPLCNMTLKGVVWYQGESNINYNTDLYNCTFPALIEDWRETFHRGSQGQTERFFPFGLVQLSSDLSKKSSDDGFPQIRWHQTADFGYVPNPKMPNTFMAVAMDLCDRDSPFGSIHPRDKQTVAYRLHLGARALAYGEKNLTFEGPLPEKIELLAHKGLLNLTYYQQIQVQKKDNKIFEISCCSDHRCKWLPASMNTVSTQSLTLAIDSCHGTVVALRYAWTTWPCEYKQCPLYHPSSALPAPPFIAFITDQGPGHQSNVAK
HTRA1 inhibitor = HTRA1 serine protease inhibitors, primary screen, biochemical, fluorescence polarization, HTS. Q92743. recombinant HTRA1, FP-rhodamine activity-based probe. inhibition, % at 5.96 µM. actives 0.5% (n = 340,000); in the data active = inhibition above about 36%;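 also: 0% = enzyme with DMSO and 100% = wells lacking enzyme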
The depositor's hits bear a star; x = not tested or not shown.

Values in the order: TCR-CD3 inh, LEDGF integ inh, TDP2 inh, PG9 Ab binder, PRMT1 inh, ABHD4 inh, UHRF1 binding, Tn7 DDE FP, SIAE inh, HTRA1 inhibitor
(1) CC(C)C[C@@H]1COc2cccc(NCCO)c2S(=O)(=O)N1
 : 7, -5, 2, -2.7, -1, 0, 8, 2, -2, x
(2) Nc1nc(SCC(=O)NC2CCCC2)[nH]c(=O)c1NC(=O)c1cccs1
 : 3, 2, 9, -1.1, -1, -3, 0, -2, 7, -7
(3) COc1ccc(N2C(=O)C(Cl)=C(N3CCCC(C)C3)C2=O)cc1 (configuration not stated)
 : 7, -1, -10, -0.3, 2, 7, -2, 5, 0, -11
(4) CCN1CCN(CCC(=O)Nc2cccc(C)c2)CC1
 : -3, -1, 7, 0.9, 0, 2, 0, -3, -2, 3
(5) C/C(=N\Nc1ccc(S(N)(=O)=O)cc1[N+](=O)[O-])c1ccco1
 : -13, -1, -12, -2.3, -3, 13, -12, 5, 5, 7
(6) Cc1ccc(-c2nnc(SCC(=O)N3CCCc4ccccc43)n2N)cc1
 : 6, -1, -3, -0.1, -2, 1, 3, 7, -7, -6
(7) CCOc1c(OC(C)=O)ccc(/C=C/c2ccc3cccc(OC)c3n2)c1[N+](=O)[O-]
 : 7, 0, -2, -3.1, 0, 0, -1, -2, -4, 8
(8) Cc1ccc(NS(=O)(=O)c2ccc(-c3ccc(=O)[nH]n3)o2)cc1N(C)C
 : 4, 0, -17, 0.0, -1, 7, 0, -6, 3, 0
(9) COC(=O)c1sccc1NC(=O)c1csc(C)c1
 : -4, 5, -12, 2.1, 1, -11, 22*, -1, -6, -25
(10) COc1cc(C(C)=O)ccc1OCC(O)CN1CCN(c2ccc(C)c(C)c2)CC1 (configuration not stated)
 : -4, -4, 1, 0.3, 2, 9, 1, -1, 4, 0
(11) O=C(Nc1ccc2[nH]ncc2c1)c1ccc(F)cc1
 : -4, -5, -10, -0.6, 5, 4, 2, -4, 0, -6
(12) O=C(COc1cccnc1[N+](=O)[O-])N1CCN(C(=O)c2ccco2)CC1
 : 11, -6, -4, -1.6, 0, 2, 25*, 7, 2, 5
(13) CC(Sc1nccn1C)C(=O)c1c(N)n(C)c(=O)n(C)c1=O (configuration not stated)
 : 5, -2, -11, -1.6, 2, -14, 4, 4, -6, 5
(14) Cc1cc(C)c(NC(=O)c2ccccc2CCc2ccccc2)c(C)c1
 : 7, 4, 12, 0.8, -4, 0, -4, 2, 3, 0
(15) Cc1ccc(C(=O)NC2CCCCC2)cc1
 : 3, -3, 6, 0.9, 0, 4, 2, 7, -3, 4
(16) COc1cc(OC)cc(-c2c(-c3cccs3)c3cc(-c4ccc(N(C)C)nc4)ccc3n2C)c1
 : 0, 0, 11, 1.2, -1, 6, -1, -4, 3, 4
(17) O=C(CNS(=O)(=O)c1ccc(Br)cc1)OCc1cc(=O)n2cc(Br)ccc2n1
 : 12, -2, 2, 1.1, 1, 1, 0, -2, 1, x
(18) O=C(O)/C=C/C(=O)Nc1c(F)cccc1F
 : -8, -1, 18, 1.8, 22*, -1, 0, 2, -3, -1
(19) CCSC(=O)N=Nc1ccc(O)cc1
 : 12, -5, 7, -2.9, 20, 33*, -8, 1, 16, 31
(20) O=C(CCCOc1ccccc1)Nc1cccc(S(=O)(=O)N2CCOCC2)c1
 : 5, -2, -10, 1.0, -6, 0, 1, -8, -3, 4
(21) O=C(Nc1ccc(Cl)cn1)c1ccccc1[N+](=O)[O-]
 : 5, 0, -1, -1.2, 1, -1, 3, -10, -5, 6
(22) Cc1cc(C(=O)OCC(=O)NC2CCCC(C)C2C)c(C)o1 (configuration not stated)
 : -8, -4, -5, 1.8, 6, -10, 3, -4, 8, -6
(23) CCCCN(C(=O)c1cc(S(=O)(=O)N2CCCCC2)ccc1Cl)c1c(N)n(CCC)c(=O)[nH]c1=O
 : 4, 5, 4, -1.0, 1, -7, -1, -5, -6, 6
(24) CSc1ccccc1NC(=O)CN(C)CC(=O)c1c(C)[nH]c2ccccc12
 : -3, 5, -1, -1.4, -3, -7, 2, -1, 0, -8
(25) O=C(NCCc1ccccc1)c1nc2nc(-c3cccs3)cc(C(F)(F)F)n2n1
 : 4, -2, -5, -0.1, 0, -5, -3, 2, -8, -19
(26) CC(OC(=O)/C=C/c1cccs1)C(=O)Nc1ccc(S(N)(=O)=O)cc1 (configuration not stated)
 : 6, 0, -18, -0.2, -6, -9, -3, -6, -4, -5
(27) Cc1ccc(NC(=S)N2CCN(S(=O)(=O)c3ccccc3)CC2)cc1
 : -6, -1, -18, -1.7, -4, -5, 1, -8, -7, -2
(28) Cc1ccc(Cn2cc(COC(=O)NCC(C)C)nn2)cc1
 : x, 0, -3, x, -7, -1, 1, -1, -4, x
(29) CCOC(=O)c1ccc(N2Cc3ccccc3C2=N)cc1
 : -3, 2, -4, -0.3, -1, 3, -1, 5, 6, -3
(30) CCOC(=O)[C@]12CCCC=C1N(Cc1ccccc1)C(=O)[C@H](CC(=O)N1CCN(C(=O)C3CC3)CC1)C2
 : -2, -2, 1, -0.4, 4, -9, 3, -3, 1, x
(31) CCN(CC)CCn1cnc2c1c(=O)n(CCOC(=O)c1cc(OC)c(OC)c(OC)c1)c(=O)n2C
 : 3, 6, -16, -1.9, -3, -1, -1, 0, -5, 8
(32) Nc1c(-c2ccccc2)cnn1-c1ccccc1
 : 2, -4, 14, -0.9, 1, 0, 0, 5, 11, 4
(33) CN(CC(=O)Nc1ccc(N2CCOCC2)cc1)C(=O)CSc1ccccc1F
 : -4, -1, 5, -0.5, 5, 3, 6, -2, -10, 6
(34) O=[N+]([O-])c1ccccc1CN1CCN(S(=O)(=O)Cc2ccccc2)CC1
 : 3, -2, 7, -1.6, 1, 19, 1, 2, -2, 0
(35) COC(=O)C1(C)NC(c2ccc(O)cc2)C2C(=O)N(c3ccc(F)cc3)C(=O)C21 (configuration not stated)
 : -2, 3, -16, 1.9, 1, 0, 4, -3, 1, 2
(36) c1ccc(CN2CCOCCOCCOCCOCCOCCOCC2)cc1
 : 2, -2, -5, 0.4, -6, 2, -4, 4, 3, -1
(37) Cc1nnc(SCc2nc3sc(C(=O)O)c(C)c3c(=O)[nH]2)s1
 : -1, -1, -15, -0.8, 1, 1, 3, -8, -37, -4
(38) Cc1ccc(OCc2nnc(SCC(=O)Nc3ccc4c(c3)OCO4)n2Cc2ccco2)cc1
 : x, -1, 7, x, -1, 0, -1, 4, 0, x
(39) CC(C)(C)[C@@H]1COC(=O)[C@@H](Cc2ccc(F)cc2)C/C=C\C[C@H](CC(=O)N(CCO)Cc2ccccc2)C(=O)N1
 : -4, 2, -17, -0.8, 0, 6, 1, 1, -3, -24
(40) CCOC(=O)C1CCCN(c2nc3ccccc3nc2C(C#N)C(=O)OC(C)C)C1 (configuration not stated)
 : -2, 0, 0, -2.7, -9, 4, 0, 4, -2, 3
(41) CCn1cc(S(=O)(=O)Nc2ccc3c(c2)OCCO3)cn1
 : 4, -2, -8, -0.5, 0, -2, -2, -3, 0, -2
(42) COc1ccc(-c2nnc3c4ccccc4c(C)nn23)cc1S(=O)(=O)N1CCN(CCO)CC1
 : 1, 0, 12, 0.0, 1, 10, 6, -3, -13, 11
(43) Cc1ccc(C)c(NC(=O)Cn2nc(C)c3ccccc3c2=O)c1
 : 3, 2, -10, -0.3, -1, 5, 2, -12, -2, 5
(44) Oc1ccc(Nc2ncnc3ccccc23)cc1
 : -8, -8, -6, -1.5, 3, 5, 3, -2, 7, 2
(45) COC(=O)COc1ccc(S(=O)(=O)NCc2ccccn2)cc1
 : -1, -2, -4, -2.1, 0, 2, -1, 5, 1, 8
(46) CC(C)NC(=O)c1cc2cc(Br)ccc2oc1=O
 : -5, 2, 10, -1.3, -2, 1, 0, -3, 4, -8
(47) O=C(NCc1ccccc1Cl)C1CCCO1 (configuration not stated)
 : -1, -3, 3, -0.2, 2, -1, 1, -2, -1, -3
(48) COCCn1c(-c2cccs2)nc2nc3ccccc3nc21
 : -13, -5, 1, -1.0, -2, 0, -3, 3, -11, 2
(49) CC(C)CC(NC(=O)C1CCC(C)CC1)C(=O)Nc1cccnc1 (configuration not stated)
 : -4, 2, 7, 0.8, -2, 3, 0, 7, 8, -6

Molecules from the list above that have an aryl thioether with sulfur outside any ring:
Values in the order: TCR-CD3 inh, LEDGF integ inh, TDP2 inh, PG9 Ab binder, PRMT1 inh, ABHD4 inh, UHRF1 binding, Tn7 DDE FP, SIAE inh, HTRA1 inhibitor
(2) Nc1nc(SCC(=O)NC2CCCC2)[nH]c(=O)c1NC(=O)c1cccs1
 : 3, 2, 9, -1.1, -1, -3, 0, -2, 7, -7
(6) Cc1ccc(-c2nnc(SCC(=O)N3CCCc4ccccc43)n2N)cc1
 : 6, -1, -3, -0.1, -2, 1, 3, 7, -7, -6
(13) CC(Sc1nccn1C)C(=O)c1c(N)n(C)c(=O)n(C)c1=O (configuration not stated)
 : 5, -2, -11, -1.6, 2, -14, 4, 4, -6, 5
(24) CSc1ccccc1NC(=O)CN(C)CC(=O)c1c(C)[nH]c2ccccc12
 : -3, 5, -1, -1.4, -3, -7, 2, -1, 0, -8
(33) CN(CC(=O)Nc1ccc(N2CCOCC2)cc1)C(=O)CSc1ccccc1F
 : -4, -1, 5, -0.5, 5, 3, 6, -2, -10, 6
(37) Cc1nnc(SCc2nc3sc(C(=O)O)c(C)c3c(=O)[nH]2)s1
 : -1, -1, -15, -0.8, 1, 1, 3, -8, -37, -4
(38) Cc1ccc(OCc2nnc(SCC(=O)Nc3ccc4c(c3)OCO4)n2Cc2ccco2)cc1
 : x, -1, 7, x, -1, 0, -1, 4, 0, x

Screens deposited in PubChem BioAssay by The Scripps Research Institute Molecular Screening Center.
